# High-throughput results as filed in PubChem.
# SENP8 block: SENP8 protease inhibition | Q96LD8 | purified SENP8, Z-RLRGG-aminoluciferin cleavage, luminescence | inhibition, % at 10 µM | 330,000 tested, 1.2% active | AID 2540
# Target sequence (Q96LD8 whole entry, looked up): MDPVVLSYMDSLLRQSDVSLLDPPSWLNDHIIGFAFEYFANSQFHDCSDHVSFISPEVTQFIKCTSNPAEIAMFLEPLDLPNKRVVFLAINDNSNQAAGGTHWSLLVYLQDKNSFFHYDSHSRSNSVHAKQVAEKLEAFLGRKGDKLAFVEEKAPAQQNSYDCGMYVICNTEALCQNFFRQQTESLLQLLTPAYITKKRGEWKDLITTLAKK
# Apaf1 inhib: human Apaf-1 inhibition. reconstituted apoptosome caspase-3 activity, DEVD-Rh110 fluorescence. inhibition, % at 20 µM. 330,000 tested, 0.71% active. AID 489030; active = inhibition of at least 40% at 20 µM;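 also: plate controls were DMSO wells for no effect and DEVD-CHO caspase inhibitor wells for full effect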
#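 Material: reconstituted apoptosome with Apaf-1, cytochrome c, caspase-9, procaspase-3, dATP; medium: pH 7.5 Hepes buffer with CHAPS, BSA, DTT; also added: cytochrome c and DEVD-Rh110 substrate; timing: 30 min plus 50 min, RT; signal: Rh110 fluorescence intensity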
# EBI2 antag: blocks human EBI2 receptor beta-arrestin signaling. EBI2 beta-arrestin recruitment, luminescence, 7a,25-OHC stimulated. AID 651636. inhibition, % at 5 µM. 360,000 tested, 0.81% active. P32249; in the data active = inhibition above about 38%;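 also: enzyme fragment complementation signal reports receptor beta-arrestin coupling in cells; 0% = agonist plus DMSO wells and 100% = wells without agonist; some results beyond the cut were filed as inactive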
# Target sequence (P32249 whole entry, looked up, the tested form may be a part): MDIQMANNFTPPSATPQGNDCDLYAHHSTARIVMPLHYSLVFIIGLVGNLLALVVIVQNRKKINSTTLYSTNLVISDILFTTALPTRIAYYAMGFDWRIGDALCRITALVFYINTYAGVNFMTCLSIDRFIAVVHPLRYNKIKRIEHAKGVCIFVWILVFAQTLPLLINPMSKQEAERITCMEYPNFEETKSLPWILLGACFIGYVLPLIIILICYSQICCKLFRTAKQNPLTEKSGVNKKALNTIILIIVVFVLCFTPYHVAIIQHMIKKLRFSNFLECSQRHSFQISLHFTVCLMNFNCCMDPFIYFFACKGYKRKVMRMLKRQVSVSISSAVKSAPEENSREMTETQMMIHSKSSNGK
# 697 NFkB inh: inhibitors of the PMA/ionomycin-induced NF-kB reporter in 697 B cells. 697 B-cell NF-kB luciferase reporter, 16 h. inhibition, % at 4 µM. 330,000 tested, 0.33% active; in the data active = inhibition above about 35%
# UBC13 polyUb: blocks human UBC13 polyubiquitin chain formation | P61088 | TR-FRET | inhibition, % at 20 µM | 330,000 tested, 0.47% active | AID 485273; in the data active = inhibition above about 45%, passing the limit was not always enough
# Target sequence (P61088 whole entry, looked up): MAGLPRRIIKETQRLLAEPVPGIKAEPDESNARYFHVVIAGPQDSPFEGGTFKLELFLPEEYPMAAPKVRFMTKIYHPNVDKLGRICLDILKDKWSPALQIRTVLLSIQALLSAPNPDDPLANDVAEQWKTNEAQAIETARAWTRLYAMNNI
# Jurkat NFkB inh: lowers PMA/ionomycin-induced NF-kB signal in Jurkat cells. PMA/ionomycin-induced NF-kB luciferase reporter, luminescence. inhibition, % at 4 µM. 330,000 tested, 0.53% active. AID 435003
# CCR6 antagonist: blocks CCL20-driven beta-arrestin recruitment at human CCR6; inhibition, % at 20 µM; P51684; CHO-K1 CCR6 PathHunter beta-arrestin, luminescence, CCL20-stimulated; 340,000 tested, 0.49% active; AID 493098;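 active = compounds whose inhibition of the agonist-driven luminescence signal at 20 µM reaches about 50%, limit read from the data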;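 also: cells stimulated with CCL20 at 14 nM final; plate controls were DMSO with CCL20 for no effect and DMSO without agonist for full effect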
# Gli-Sufu block: blocks Gli-Sufu signaling in a luciferase reporter. 340,000 tested, 0.74% active. inhibition, % at 5 µM. Sufu-KO-LIGHT fibroblasts, Gli luciferase reporter luminescence;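 active = inhibition above about 55%, limit read from the data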;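 also: 0% = DMSO-treated cells and 100% = wells with medium but no cells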
# * hit, by the source's call; / = no result given. Rule as the data show it, unless noted: active = inhibition above about 50%; inactive = the rest. Only part of the results is shown. The share of hits here may be higher or lower than overall.
# Start of the data: the first 5 compounds (preview)
SMILES,SENP8 block,Apaf1 inhib,EBI2 antag,697 NFkB inh,UBC13 polyUb,Jurkat NFkB inh,CCR6 antagonist,Gli-Sufu block
Cc1ccc(CNC(=O)C2CCN(S(=O)(=O)N3CCCCC3)CC2)cc1,-3,-3,32,6,5,4,6,1
CCC(=O)N1CCCc2cc(S(=O)(=O)N3CCCc4ccccc43)ccc21,-11,15,-11,-26,2,-12,19,-12
Cc1cc(OCC(O)CN2C(C)CCCC2C)ccc1C(C)C (centres undefined),-6,1,-2,13,11,0,7,16
O=C1/C(=C/c2cccs2)SC(=S)N1c1cccc(O)c1,-6,-3,-4,-15,2,-14,5,1
Cc1ccc(NC(=O)CCc2nc3sc4c(c3c(=O)[nH]2)CCCC4)nc1,-5,11,0,-7,11,13,6,-6

# All compounds of this part, from the start:
SMILES,SENP8 block,Apaf1 inhib,EBI2 antag,697 NFkB inh,UBC13 polyUb,Jurkat NFkB inh,CCR6 antagonist,Gli-Sufu block
Cc1ccc(CNC(=O)C2CCN(S(=O)(=O)N3CCCCC3)CC2)cc1,-3,-3,32,6,5,4,6,1
CCC(=O)N1CCCc2cc(S(=O)(=O)N3CCCc4ccccc43)ccc21,-11,15,-11,-26,2,-12,19,-12
Cc1cc(OCC(O)CN2C(C)CCCC2C)ccc1C(C)C (centres undefined),-6,1,-2,13,11,0,7,16
O=C1/C(=C/c2cccs2)SC(=S)N1c1cccc(O)c1,-6,-3,-4,-15,2,-14,5,1
Cc1ccc(NC(=O)CCc2nc3sc4c(c3c(=O)[nH]2)CCCC4)nc1,-5,11,0,-7,11,13,6,-6
COC(=O)c1sc(N2C(=O)C(=O)/C(=C(/O)c3ccccc3)C2c2ccco2)nc1C (centres undefined),-1,7,2,6,-5,2,15,0
Cc1cc(C)c(C#N)c(SCC(=O)Nc2ccccc2C(N)=O)n1,1,11,-8,-39,-10,-124,9,-61
Cc1ccc(S(=O)(=O)N2CCC(C(=O)OC(C)C(=O)N3CCOCC3)CC2)cc1 (centres undefined),-9,5,-7,-27,-5,-39,12,2
CCOC(=O)N1CCN(C(=O)C(=O)Nc2sc3c(c2C(N)=O)CC(C)(C)OC3)CC1,-4,-5,-5,6,63*,5,-8,-18
CC1CCc2sc(C(=O)N3CCC(C(N)=O)CC3)cc2C1 (centres undefined),-4,36,-4,-189,-4,-42,0,-94
Cc1ccc2nc(SCC(=O)Nc3ccc(F)cc3F)[nH]c2c1,-7,16,16,6,-11,-18,-13,-3
N#Cc1nc(COc2ccc(-c3ccccc3)cc2)oc1NCCCN1CCOCC1,-9,27,2,13,26,0,19,-4
CCOC(=O)N1CCN(C(=O)c2ccc(S(=O)(=O)Nc3cccc(C(F)(F)F)c3)cc2)CC1,-3,6,-1,-10,-5,3,-8,13
Cc1[nH]ccc(=O)c1Cc1c(Cl)cccc1Cl,6,3,2,16,0,2,0,-17
Cc1cc(C)c(NS(=O)(=O)c2ccc(NC(=O)CCC(=O)O)cc2)c(C)c1,4,-5,-7,10,4,-1,-2,4
O=C(Nc1ccccc1)C1=C[C@@H](c2coc3ccccc3c2=O)C[C@@H](OCc2ccc(CO)cc2)O1,-5,16,-12,7,-5,4,14,17
COc1ccc2nc(NC(=O)c3c(C)noc3C)sc2c1,73*,5,-8,-52,8,-51,10,-45
Cc1ccc(C(=O)N/N=C\c2sccc2C)cn1,-2,1,1,-20,-10,-18,-12,-46
CCOC(=O)c1c(NC(=O)Cc2cccs2)sc(C(=O)NC2CCCCC2)c1C,-3,12,4,-42,-10,-39,4,-39
O=C(CSc1nnc2ccc(-c3ccc(F)cc3)nn12)N1CCOCC1,-1,-1,-13,8,10,5,1,-13
O=C(c1cc2cc(F)ccc2[nH]1)N1CCN(Cc2ccc3c(c2)OCO3)CC1,3,29,93*,11,4,9,24,23
CCOC(=O)c1[nH]c(C)c(C(=O)Nc2ccc(Cl)cc2)c1C,1,-1,7,17,2,-16,6,-3
CCCn1cnc2cc(NCc3ccccn3)ccc21,2,11,-9,-83,-18,-59,-5,-57
C=CCNC(=O)/C(C#N)=C/c1c(C)nn(-c2ccccc2)c1Cl,4,-1,21,-8,-1,4,12,5
COc1ccc(Cl)cc1NS(=O)(=O)c1cccc2cccnc12,4,12,-4,-3,2,11,25,-6

# Full records from above. Order of values: SENP8 block | Apaf1 inhib | EBI2 antag | 697 NFkB inh | UBC13 polyUb | Jurkat NFkB inh | CCR6 antagonist | Gli-Sufu block
# Entry for `Cc1cc(C)c(C#N)c(SCC(=O)Nc2ccccc2C(N)=O)n1` = 1 | 11 | -8 | -39 | -10 | -124 | 9 | -61
# Entry for `Cc1ccc(S(=O)(=O)N2CCC(C(=O)OC(C)C(=O)N3CCOCC3)CC2)cc1` (centres undefined) = -9 | 5 | -7 | -27 | -5 | -39 | 12 | 2

# Continued.
SMILES,SENP8 block,Apaf1 inhib,EBI2 antag,697 NFkB inh,UBC13 polyUb,Jurkat NFkB inh,CCR6 antagonist,Gli-Sufu block
N#CC1=C(SCC(=O)NCc2ccccc2)NC(=O)CC1c1ccco1 (centres undefined),3,0,-3,6,1,8,0,-11
O=C(CCc1ccc(O)c(O)c1)N/N=C/c1ccc2c(c1)OCO2,0,0,12,-35,-18,6,12,1
CCCSc1nc(SCC(=O)NCc2ccccc2)c2c3c(sc2n1)COC(C)(C)C3,-4,3,18,17,5,-9,24,-1
CCN1C(=O)C2C(c3ccccc3F)NC(Cc3ccc(O)cc3)(C(=O)OC)C2C1=O (centres undefined),-8,1,0,-16,-14,5,-4,3
CN(C)S(=O)(=O)c1ccc(N2CCCC2)c(C(=O)Nc2ccccc2Br)c1,-9,8,1,-13,-2,-4,14,17
COc1ccccc1CNC(=O)N[C@@H](Cc1ccccc1)C(=O)O,-10,7,-15,3,-3,-6,0,2
CCCC1=C(C(=O)OCC)C(c2ccco2)C(C#N)=C(N)O1 (centres undefined),6,-22,-16,-6,-4,4,9,13
Cc1ccc(CNC(=O)CN2C(=O)CSc3ccc(S(=O)(=O)N4CCCCC4)cc32)cc1,1,-1,5,-19,1,-12,23,-2
COc1ccc(C)cc1NC(=O)COC(=O)C1CCN(C(=O)c2ccc(Cl)cc2)CC1,-10,19,17,16,-3,7,2,-4
O=C(CN1C(=O)NC(c2ccccc2)(c2ccccc2)C1=O)NCc1cccs1,-10,8,6,-2,1,-5,5,3
CCOC(=O)C(C)Sc1nnc(-c2c[nH]c3ccccc23)n1C (centres undefined),-2,-2,-4,4,-5,2,1,4
CC(Oc1ccccc1F)c1nnc(SCC(=O)c2c(N)n(C3CC3)c(=O)[nH]c2=O)o1 (centres undefined),7,-7,-6,11,15,-6,1,-2
COC(=O)c1ccc(CSc2nnc(CS(=O)Cc3ccc(Br)cc3)n2-c2ccccc2)cc1 (centres undefined),-1,31,-2,13,-3,-1,8,29
CCOc1ccc(NC(=O)COC(=O)CC2CC3CCC2C3)cc1 (centres undefined),5,3,6,8,8,1,-8,-2
O=C(NC(=S)NCc1cccnc1)c1cccc2ccccc12,-7,8,5,0,-2,29,1,-12
COc1cccc(C2CC(c3ccc(Cl)cc3Cl)n3nc(N)nc3N2)c1 (centres undefined),-7,7,0,-7,8,11,10,-6
CCSc1nc(O)c(C(c2cccc(OC)c2)c2c(O)nc(SCC)[nH]c2=O)c(=O)[nH]1,8,-4,1,-4,-7,-6,0,-8
CCCCNC(=O)COC(=O)C1CCN(S(=O)(=O)c2ccc3c(c2)OCCO3)CC1,-10,11,-5,-4,-6,-7,-1,-2
CC(C)C(C(=O)Nc1nccs1)c1ccc(Cl)cc1 (centres undefined),2,16,-1,17,3,23,9,-2
CCc1nnc(NC(=O)C2CC(=O)N(CCc3ccccc3)C2)s1 (centres undefined),0,4,0,17,-6,11,11,-11
COc1ccc(NC(=O)CSc2nnnn2-c2ccc(OC)cc2)cc1,-8,3,-9,-26,-5,7,6,-7
O=C(CNC(=O)c1ccccc1)N/N=C/c1ccc([N+](=O)[O-])o1,-2,-9,-29,1,-2,-2,-18,-7
CCCOc1ccc(N2CC(C(=O)NC3=NCCS3)CC2=O)cc1 (centres undefined),-3,-4,10,10,-4,-17,1,17
CCc1nc2ccccc2c2nc3ccccc3n12,-10,-5,-2,-18,9,0,13,-17
COC1=C/C(=C/c2c(N)n3nc(CC(=O)N4CCCC4)sc3nc2=O)C=CC1=O,-2,7,4,3,-36,16,8,-21
# Next part.
SMILES,SENP8 block,Apaf1 inhib,EBI2 antag,697 NFkB inh,UBC13 polyUb,Jurkat NFkB inh,CCR6 antagonist,Gli-Sufu block
CCOc1cc(CNCCO)cc(Br)c1OCc1cccs1,-7,2,1,-24,-2,22,-7,11
O=C(CSc1ccccn1)c1ccc2c(c1)OCO2,54*,10,-2,-94,-13,-90,17,-77
CC(C)=CCC(C)(C)C1OCCN1C(=O)Nc1ccccc1 (centres undefined),-15,14,3,-8,-13,-12,-4,0
O=S(=O)(c1ccc2c(c1)nc1n2CCC1)N1CCOCC1,6,11,3,10,-2,-3,-7,5
N#CCCn1cc(C(=O)NCc2ccccc2)c(-c2cccs2)n1,-1,2,-1,-27,-3,-13,16,1
COC(=O)Nc1ccc(S(=O)(=O)N2CCCC(C(=O)NCC3CCCO3)C2)cc1 (centres undefined),3,-9,-4,2,10,6,2,2
O=C(O)CNC(=O)CC12CC3CC(CC(C3)C1)C2,-4,-12,-10,14,-8,-20,9,1
CCC(C)c1ccccc1N1CC(C(=O)N2CCN(C(=O)c3ccco3)CC2)CC1=O (centres undefined),-13,18,-11,-2,-1,-4,10,0
CCOc1cc(CN2CCCC(CO)(Cc3ccc(F)cc3F)C2)ccc1OC (centres undefined),-9,3,-3,-1,3,5,9,18
O=Cc1ccc(-c2ccccc2OC(F)(F)F)o1,1,-1,-11,0,-3,5,1,0
Cc1ccc(-n2c(-c3ccccc3)n[nH]c2=S)cc1,1,-5,-3,1,5,2,7,-7
CC1C(=O)N2CCCc3cc(NC(=O)C(=O)NCc4cccnc4)cc1c32 (centres undefined),-1,1,-7,5,-3,15,10,11
COc1ccc(/C=C\C(=O)c2c(O)ccc3c(C)cc(=O)oc23)cc1OC,-1,4,1,1,-4,12,22,12
CCc1cc(C(=O)NC2CCCc3c2cnn3-c2cccc(C)c2C)n(C)n1 (centres undefined),4,5,/,35,-2,79*,7,83*
O=c1c2ccccc2cnn1Cc1n[nH]c(=S)n1-c1ccccc1,2,1,-14,-8,6,-11,6,-2
Cc1cc(OC(=O)Cc2cccc3ccccc23)c([N+](=O)[O-])c(=O)[nH]1,-3,3,-13,-19,-2,-13,-9,2
C=CCNC(=O)COC(=O)c1cccnc1Nc1ccccc1F,-22,11,3,-7,-11,-33,2,-8
COCC(C)n1c(C)cc(C(=O)COC(=O)c2cccn2C)c1C (centres undefined),4,1,2,-57,-1,-22,5,37
Cc1ccc(-c2csc(Cc3nc(-c4ccc5c(c4)CCC(=O)N5)cs3)n2)cc1,-3,2,16,1,-6,1,5,-8
CC(C)c1nc2oc3c(NCc4cccnc4)ncnc3c2c2c1CCC2,1,8,30,-8,6,-7,-2,9
COc1cccc(NC(=O)CN(C)C(=O)CCC(=O)c2cc(C)sc2C)c1,-15,10,9,24,2,-3,9,1
COCCN(C(=O)c1ccc(N2C(=O)c3ccccc3C2=O)cc1)c1c(N)n(CC(C)C)c(=O)[nH]c1=O,-3,1,-2,22,-2,7,-1,-4
O=C(Cn1cnc2ccccc21)Nc1cccc([N+](=O)[O-])c1,-4,-3,-5,-9,13,3,-6,7
CCc1ccc(CNc2ccc3c(c2)ncn3CC)cc1,-8,9,1,-91,6,-60,1,-39
O=C(CN1C(=O)c2ccccc2C1=O)NCC(=O)OCC(=O)c1ccc(Br)cc1,4,-6,-3,-2,2,6,0,2
COc1ccc2nc(C)cc(NCc3cccc(C(F)(F)F)c3)c2c1,4,4,7,-31,9,11,4,17
Cc1ccc(-c2nn3c(C)nnc3s2)cc1NCc1c(F)cccc1Cl,-14,2,34,-105,21,39,10,19
Cc1ccc(CNC(=O)CNS(=O)(=O)c2cccc3nsnc23)cc1,-19,-3,0,8,-16,-5,-3,6
CC(NC(=O)c1cccc(S(=O)(=O)N(C)C)c1)c1nc2ccccc2[nH]1 (centres undefined),-2,-22,6,12,10,13,4,3
Nn1c(SCC(=O)Nc2ccccc2Br)nnc1-c1ccco1,5,2,-4,-5,1,-5,-4,13
